Screens as filed in PubChem.
HTT cytoprotect = Huntington cell model cytoprotection by ATP luminescence | PC12 HTT-Q103 induced, cytoprotection, ATP luminescence, 40 h | 230,000 compounds, 0.14% hits | Potency, µM (series often up to 56.4 µM), without a hit: cytoprotection (ATP increase), actives largely listed as activators;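 note: potency is the fitted concentration of half-maximal effect; % of control where 0% means no effect; nearly all actives have a fitted effect of over 45% in size; toxic huntingtin expression switched on by the ecdysone agonist tebufenozide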
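Compounds added alongside 100 nM tebufenozide, which induces toxic Q103 huntingtin exon 1-GFP in stable PC12 cells; surviving cells quantified by luminescent ATP measurement. Medium: phenol red-free DMEM, 5% equine and 5% calf serum.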
CBFb RUNX1 block = blocks binding between human CBF-beta and RUNX1 | 230,000 tested, under 10 active | Potency, µM (titrated, usually from 59.8 µM), inactives show at the highest dose activity, negative = inhibition, hits mostly inhibitors | AlphaScreen CBFb-His/RUNX1-biotin binding, biochemical | Q01196+Q13951; note: % of control where 0% means no effect
Target sequence (Q01196 whole entry, looked up): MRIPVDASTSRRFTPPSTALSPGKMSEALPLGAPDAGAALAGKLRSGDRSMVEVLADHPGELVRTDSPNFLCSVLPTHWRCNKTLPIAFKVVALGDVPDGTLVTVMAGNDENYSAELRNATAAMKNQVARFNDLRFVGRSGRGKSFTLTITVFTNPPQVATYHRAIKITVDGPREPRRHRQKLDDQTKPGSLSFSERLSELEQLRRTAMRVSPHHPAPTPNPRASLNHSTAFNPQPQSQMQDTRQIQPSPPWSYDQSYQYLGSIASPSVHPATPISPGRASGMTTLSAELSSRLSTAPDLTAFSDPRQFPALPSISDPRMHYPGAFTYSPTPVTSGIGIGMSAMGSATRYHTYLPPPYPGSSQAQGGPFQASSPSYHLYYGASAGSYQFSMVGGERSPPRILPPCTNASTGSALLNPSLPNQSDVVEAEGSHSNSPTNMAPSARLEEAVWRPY
Target sequence (Q13951 whole entry, looked up): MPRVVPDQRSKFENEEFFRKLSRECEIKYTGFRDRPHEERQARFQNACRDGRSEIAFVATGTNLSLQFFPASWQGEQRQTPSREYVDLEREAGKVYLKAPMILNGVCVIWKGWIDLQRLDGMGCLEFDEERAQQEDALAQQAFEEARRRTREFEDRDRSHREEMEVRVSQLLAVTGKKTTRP
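Interaction loss through any mechanism counts as activity. Pre-formed complex of His-CBF-beta and biotin-RUNX1 (30 nM apiece) is incubated with compound 15 min, then with 50 ng nickel and 50 ng streptavidin beads for 90 min before AlphaScreen detection.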
HTT aggregate = reduces HttQ103-GFP aggregates in PC12 cells; PC12 HttQ103-GFP aggregates, Acumen cytometry, 40 h; Potency, µM (doses to about 46.1 µM), without a hit: top-dose activity change, negative = inhibition, usual class: inhibitors; 220,000 compounds, 1.1% hits; AID 1688; note: potency is the fitted concentration of half-maximal effect; % is set by controls: 0 for no effect and ±100 for the full control effect; nearly all actives have a fitted effect of over 60% in size
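Huntingtin Q103 exon 1–GFP aggregates in induced PC12 cells (100 nM tebufenozide) were quantified by cytometry from lysates, with compounds dosed in titration.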
GAA glycogen = alters human alpha-glucosidase cleavage of glycogen | Potency, µM (top dose mostly 76.4 µM), for inactives: top-dose activity change, negative = inhibition, actives largely listed as inhibitors | 300,000 compounds, 0.38% hits | recombinant GAA, glycogen substrate, Amplex Red glucose oxidase fluorescence | P10253;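 note: potency is the fitted concentration of half-maximal effect; 0% = full enzyme reaction and -100% = no-enzyme basal signal; the screen sought inhibitors and activators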
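Recombinant human enzyme (4 nM); glycogen substrate; 37 C, 40 min, pH 5.0. Readout: coupled glucose oxidase/Amplex Red fluorescence.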
GAA inhib = blocks human lysosomal alpha-glucosidase. P10253. 200,000 compounds, 0.005% hits. purified human GAA, 4-MU-alpha-glucoside fluorescence. Potency, µM (highest dose often 76.9 µM), for inactives: top-dose activity change, negative = inhibition, hits mostly inhibitors;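 note: potency is the fitted concentration of half-maximal effect; plate controls were uninhibited enzyme wells for no effect and no-enzyme background for full effect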
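AC50 values come from Hill fits of compound titrations (up to 77 uM) against 4 nM human enzyme. Substrate 4-methylumbelliferyl-alpha-D-pyranoside at 400 uM, pH 5.0 citrate buffer, 20 min room temperature; fluorescence Ex 365/Em 440 after alkaline stop.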
GAA spleen mod = inhibitors or activators of human alpha-glucosidase in spleen homogenate; 240,000 compounds, 0.006% hits; P10253; Potency, µM (series often up to 79.9 µM), for the others: at the top dose activity change, negative = inhibition, hits mostly inhibitors; AID 2112; human spleen homogenate, 4-MU-alpha-glucoside fluorescence;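 note: potency is the fitted concentration of half-maximal effect; 0% = enzyme with vehicle and -100% = no enzyme basal signal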
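Human spleen homogenate (1 ug) incubated with compounds and 1 mM 4-methylumbelliferyl-alpha-D-glucopyranoside in pH 5.0 citrate/phosphate buffer, 37 C, 40 min. Stopped at pH 10; 4-MU fluorescence (Ex 365/Em 440 nm); AC50 by Hill fit.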
LMNA splice mod = modulators of lamin A splicing | HeLa LMNA splicing GFP/RFP minigene ratio, 48 h | Potency, µM (titrated, usually from 46.1 µM), inactives show top-dose ratio change, negative = inhibition, hits mostly inhibitors | 200,000 compounds, 0.01% hits | AID 1487; active = well fitted inhibition curve with a large enough effect in the signal ratio, with a control signal flat, not every such curve was filed as active; inconclusive = small, poorly fitted or top-dose-only effect, or effect the other way, or a change in a side signal; the % refers to the signal ratio; note: potency is the fitted concentration of half-maximal effect; % is set by controls: 0 for no effect and ±100 for the full control effect
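Read-out is the ratio of GFP to DsRed2 object intensity, acquired by 488 nm laser-scanning cytometry on HeLa lamin A-EGFP minigene reporter cells. Compound incubation 48 hrs at 37 °C in Opti-MEM with 2% FBS; DMSO 0.5% final.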
An asterisk follows results filed as active; ? = inconclusive; . = not tested or not shown; [ ] = another dose, or the depositor's remark. Unless noted, calls come from the whole dose curve; as a rule, active = well fitted curve in the direction sought with a large enough effect; inconclusive = small, poorly fitted or top-dose-only effect, or another doubt; inactive = no such curve, though single readings can be large; an effect the other way counts as inactive or inconclusive.

SMILES	HTT cytoprotect	CBFb RUNX1 block	HTT aggregate	GAA glycogen	GAA inhib	GAA spleen mod	LMNA splice mod
CCC(C)[C@H](NC(=O)NCCCOC(C)C)C(=O)OC (stereo partly drawn)	-16%[10 µM]	3%	13%[9.22 µM]	0%	-8%	3%	.
CCCCOC(=O)Nc1ccc(S(=O)(=O)Nc2nccs2)cc1	-5%[10 µM]	1%	1%[9.22 µM]	-4%	.	4%	.
CCc1ccc(NC(=O)c2ccccc2Br)cc1	-68%[inhibitor]	-2%	-14%	-8%	-1%	.	.
N#Cc1cc(-c2ccccc2)nc(N2CCNCC2)n1	22%[10 µM]	7%	17%[9.22 µM]	-1%	.	-1%	.
CSc1nc(C)cc(OCC(=O)n2nc(C)cc2C)n1	-2%	4%	-5%	0%	0%	6%	9%
Cn1c(=O)c2nc(-c3ccccc3)oc2c2ccccc21	-20%	3%	-2%	10%	3%	5%	12%
CCn1cc(C(=O)Nc2ccccc2C(=O)OC)c(=O)c2ccc(C)nc21	3%[0.074 µM]	2%	3%	3%	-2%	3%	12%
CCOc1cc(-n2nc(C)c(C#N)c2N)nc(SC)n1	-4%[10 µM]	15%	4%	7%	5%	-7%	-14%
CC(C)(C)c1nn(-c2ccccc2)c2[nH]c(=O)c(CNCc3ccc4c(c3)OCO4)cc12	-56%[inhibitor]	0%	-9%[9.22 µM]	4%	-13%	-6%	15%
CCC(CC)NC(=O)CSc1nnc(-c2ccc(OC)cc2)n1C(C)C	-1%	4%	-3%	7%	2%	6%	2%
O=C(Nc1ccc2c(c1)OCCO2)Nc1ccc2c(c1)OCO2	.	5%	-13%	22%	7%	-8%	?
CCc1nnc(NC(=O)C(NS(=O)(=O)c2ccc3c(c2)OCCO3)C(C)C)s1 (stereo not drawn)	-11%[10 µM]	2%	-6%	-5%	3%	6%	1%
CN(C)CCCN(C(=O)COc1ccc(Cl)cc1)c1nc2ccc(F)cc2s1	-28%	4%	11%	0%	-3%	-1%	.
COc1ccc(S(=O)(=O)Nc2ccccc2N2CCOCC2)cc1[N+](=O)[O-]	23%[10 µM]	7%	-9%[9.22 µM]	-8%	.	6%	.
CCn1c(CC(=O)Nc2ccc(C)cc2)nnc1SCC(=O)NCc1ccccc1	12%[10 µM]	3%	3%	1%	-3%	-14%	3%
COc1ccc(CCN2C(=O)CC(Cc3ccc(Br)cc3)C2=O)cc1OC (stereo not drawn)	24%[10 µM]	1%	-11%	-2%	0%	-1%	?
CC(C(=O)O)c1ccc2c(c1)[nH]c1ccc(Cl)cc12 (stereo not drawn)	0.35µM*	6%	31%	0%[76.3 µM]	.	-1%	4%
CCc1ccc(NC(=O)c2sccc2-n2cccc2)cc1	-13%	4%	-12%	-3%	-5%	-8%	2%
CCc1ccc(-n2c(=O)c3c(C)c(C(=O)N(C)C)sc3n(CC(=O)NCC3CCCO3)c2=O)cc1 (stereo not drawn)	-6%	-4%	14%	-3%	-1%	9%	?
N#Cc1ccccc1CN1C(=O)S/C(=C/c2cccn2-c2cccc(C(=O)O)c2)C1=O	16%	?	-4%	6%	-1%	-8%	2%
CCn1cc(C(=O)NCCOC)c(=O)c2ccc(C)nc21	-22%	-7%	-2%	-7%	-12%	8%	-2%
CCOc1ccc(NC(=O)c2cc3ccccc3cc2O)cc1	-26%[10 µM]	-17%	6%[9.22 µM]	0%	.	-9%	.
COc1ccccc1/C=N/OCC(=O)NCc1ccc2c(c1)OCO2	31%[10 µM]	-7%	?	9%	4%	-4%	-12%
Cc1cc(Cl)cc(Br)c1OCCNCC(C)O (stereo not drawn)	7%	2%	-6%	2%	-4%	2%	0%
O=C1CCC(C(=O)Nc2ccccc2N2CCOCC2)=NN1	20%[10 µM]	7%	19%[9.22 µM]	2%	.	-6%	.
CCOc1ccc(S(=O)(=O)N(CC(=O)N2CCc3ccccc32)Cc2ccco2)cc1	-21%	5%	?	-4%	-4%	-6%	?
C/C(=N\S(=O)(=O)c1ccc(C)cc1)N1CCCCC1	-9%[10 µM]	3%	-9%[9.22 µM]	19%	10%	-1%	13%[46 µM]
Cc1c(C#N)c(N)nc(Cl)c1C#N	.	8%	9%	-10%	-3%	2%	.
COc1cc(/C(C#N)=C/c2ccccc2)c([N+](=O)[O-])cc1OC	45%[1.9 µM]	-5%	-11%	-3%	?	-6%	-18%
O=C(Nc1ccc(-c2nnc3n2CCCCC3)cc1)c1cc2ccccc2o1	8%[10 µM]	12%	15%	4%	-7%	6%	-8%
COc1ccc(N2C(=O)C3CCCN3C2c2cccc(Br)c2)cc1 (stereo not drawn)	-5%	-6%	10%	-16%	1%	-7%	6%
CC(Oc1ccc(/C=N/NC(=O)Cc2cccc3ccccc23)cc1)C(=O)O (stereo not drawn)	21%[10 µM]	0%	-4%[9.22 µM]	6%	.	1%	.
COc1ccc(-c2[nH]n(-c3ccc([N+](=O)[O-])cc3)c(=O)c2C=NCc2ccccc2)cc1	18%[10 µM]	1%	-12%	-6%	-4%	-9%	-9%
COc1ccc2c(COC(=O)c3n[nH]c4ccccc34)cc(=O)oc2c1	3%	1%	?	0%	-1%	3%	-7%
O=C(COc1ccccc1)NCC1CCCO1 (stereo not drawn)	7%[10 µM]	7%	1%	1%	-4%	0%	-11%
CCc1ccccc1NC(=S)N(CCN(C)C)C(C)c1ccco1 (stereo not drawn)	-13%	2%	-6%	8%	-5%	7%	.
CCc1noc(C)c1C(=O)N1CCCC(CCC(=O)NCc2cccc(OC)c2)C1 (stereo not drawn)	18%[10 µM]	5%	13%[9.22 µM]	-6%	-1%	-5%	.
CN(CCO)c1c2c(nc3cc(-c4cccc(F)c4)nn13)CCCC2	-134%[inhibitor]	-1%	?	-9%	9%	1%	?
Cn1c(SCc2nc3ccccc3[nH]2)nnc1-c1cccnc1	-1%[0.074 µM]	-9%	-10%	5%	-3%	-6%	?
O=C(Nc1ncn[nH]1)c1ccccc1O	-5%[10 µM]	-5%	2%[9.22 µM]	-4%	.	3%	.
O=c1c2ccccc2nnn1COc1ccc(F)cc1Cl	-27%	8%	-2%	3%	-2%	6%	.
Cc1cccc(-n2nc(CC#N)c(C#N)c2N)c1	-13%	-6%	-17%	2%	-6%	8%	?
COc1cc(OC)cc(C(=O)N2CCN(c3ccccc3F)CC2)c1	-8%	3%	-11%	0%	-5%	-5%	-6%
CCCNS(=O)(=O)c1ccc(OCC(=O)N(C)Cc2ccccc2)cc1	11%[10 µM]	0%	0%[9.22 µM]	2%	.	5%	.
Cc1cc(C(=O)NCc2cccs2)nn1C	16%[10 µM]	5%	-2%[9.22 µM]	-2%	.	3%	.
CCCSc1nnc2nc3c(nn12)c1ccccc1n3C	2%[10 µM]	-2%	-8%	2%	1%	-20%	-10%
Cc1nc2ccccc2nc1OCC(=O)Nc1ccc2ccccc2c1	.	4%	15%	4%	9%	-3%	11%
CCCCCn1c(CN2CCCCC2C)nc2c1c(=O)n(C)c(=O)n2C (stereo not drawn)	-3%	1%	2%	-5%	-2%	-3%	7%
Cn1c(=O)c2c(nc(NC3CCCCC3)n2CC(O)COc2ccccc2)n(C)c1=O (stereo not drawn)	-47%[inhibitor]	-5%	?	2%	-3%	-1%	?
COC(=O)c1ccc(C(=O)OC)c(NS(=O)(=O)c2ccc(NC(C)=O)cc2)c1	5%	3%	5%	2%	14%	4%	10%
COC(=O)Cc1c(O)ccn(Cc2cccc(C(F)(F)F)c2)c1=O	-13%	3%	6%[9.22 µM]	0%	1%	0%	6%[46 µM]
N#Cc1ccc(C(=O)Nc2nnc(-c3ccccn3)o2)cc1	-11%[10 µM]	-26%	?	11%	-23%	0%	-21%
CCCn1c(NC(=O)c2ccc(Cl)c(S(=O)(=O)N3CCCC3)c2)nc2ccccc21	-57%[inhibitor]	8%	-6%[9.22 µM]	-15%	?	-1%	?
COc1ccc(CNCc2cccc(OC)c2OC)cc1Br	3%[10 µM]	4%	-15%	-10%	-14%	-3%	-6%[46 µM]
O=C(Cn1nnc(-c2ccccc2NC(=O)c2ccco2)n1)Nc1ccccc1	-8%	2%	-11%	4%	2%	4%	12%
CC1=Nn2c(nnc2-c2cc(C)[nH]n2)SC1	-7%	4%	12%	4%	0%	-7%	-1%
O=C(NCc1ccco1)C(c1cccnc1)N(C(=O)Cn1nnc2ccccc21)c1ccccc1 (stereo not drawn)	-10%[10 µM]	2%	-5%	12%	-1%	-2%	1%
CN(C)c1cc(Nc2cccc(O)c2)c([N+](=O)[O-])c2nonc12	1%[10 µM]	5%	5%[9.22 µM]	5%	.	-2%	.
CCN1CCCC1CNC(=O)c1ccc(Sc2ccccc2Cl)c([N+](=O)[O-])c1 (stereo not drawn)	-39%[inhibitor]	-5%	-26%	-2%	-1%	-17%	?
O=C(Cn1nc(C(=O)O)c2ccccc2c1=O)NC12CC3CC(CC(C3)C1)C2	-8%	7%	15%	-1%	10%	3%	1%[46 µM]

Arranged by count of non-hydrogen atoms (largest number first): five of the compounds above.
SMILES	HTT cytoprotect	CBFb RUNX1 block	HTT aggregate	GAA glycogen	GAA inhib	GAA spleen mod	LMNA splice mod
Cn1c(=O)c2c(nc(NC3CCCCC3)n2CC(O)COc2ccccc2)n(C)c1=O (stereo not drawn)	-47%[inhibitor]	-5%	?	2%	-3%	-1%	?
CCN1CCCC1CNC(=O)c1ccc(Sc2ccccc2Cl)c([N+](=O)[O-])c1 (stereo not drawn)	-39%[inhibitor]	-5%	-26%	-2%	-1%	-17%	?
CN(C)c1cc(Nc2cccc(O)c2)c([N+](=O)[O-])c2nonc12	1%[10 µM]	5%	5%[9.22 µM]	5%	.	-2%	.
N#Cc1ccc(C(=O)Nc2nnc(-c3ccccn3)o2)cc1	-11%[10 µM]	-26%	?	11%	-23%	0%	-21%
CC1=Nn2c(nnc2-c2cc(C)[nH]n2)SC1	-7%	4%	12%	4%	0%	-7%	-1%

The list continues:
SMILES	HTT cytoprotect	CBFb RUNX1 block	HTT aggregate	GAA glycogen	GAA inhib	GAA spleen mod	LMNA splice mod
CS(=O)(=O)N1N=C(c2ccco2)CC1c1ccccc1Cl (stereo not drawn)	-3%[10 µM]	7%	10%[9.22 µM]	0%	.	2%	.
Cc1ccc(Nc2nc(-c3ccc(O)cc3O)cs2)nc1	.	-20%	?	?	-2%	-14%	18%[46 µM]
CCOC(=O)c1c(NC(=O)CSc2c[nH]c3ccccc23)sc2c1CCC2	.	4%[2.36 µM]	-4%	-9%	?	0%	?
CCc1cccc(CC)c1NC(=O)NC1CCCCC1	?	1%	20%	-4%	4%	2%	6%
